hDAT+cocaine: human DAT dopamine uptake with cocaine, either direction. Q01959. LLC-PK1 hDAT cells, [14C]-dopamine uptake with cocaine IC80; actives deviate in either direction. B-score at 10 µM. 110,000 compounds, 1.3% hits;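 active means Z score or B-score, a plate-position-corrected score, falls beyond the plate's 99.7% confidence bounds, in either direction; inactive means both scores lie inside the 99.7% bounds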;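 further: scored against the spread of the other compound wells on the same plate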
HUVEC tox TNFa: toxic to HUVEC cells under TNF alpha stimulation; HUVEC TNFalpha-stimulated, Hoechst cell count, imaging; cell count reduction, % at 2 µM; 93,000 compounds, 0.17% hits; AID 848;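 active means cell count reduction exceeding the screen mean by over 5 SD, scaled to untreated wells per plate, cut at about 78% in these data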;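 further: cells counted after 24 h of TNF alpha exposure following the 1 h pretreatment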
Calb biofilm kill: kills Candida albicans biofilms; C. albicans biofilm + clotrimazole, Alamar Blue; inhibition, % at 6 µM; 85,000 compounds, 0.14% hits; AID 834;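 active means inhibition above 20%; inactive means inhibition below 20%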;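 further: preformed 24 hr biofilms exposed to compound for 48 hr; 0% = biofilm without compound and 100% = blank killed by clotrimazole plus chlorhexidine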
HUVEC tox IL1B: toxic to HUVEC cells under IL-1B stimulation; AID 845; HUVEC cell count loss, Hoechst imaging, IL-1B stimulated; 94,000 compounds, 0.41% hits; cell count reduction, % at 2 µM;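 active means cell count reduction more than 3 SD above the screen-wide mean, cut at about 70% in these data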;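 further: normalized per plate to untreated control cells as the no-loss baseline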
CYP2C19 inh: blocks human cytochrome P450 2C19 | CYP2C19 Supersomes, luciferin-H EGE luminescence, 30 min | inhibition, % at 5 µM | 96,000 compounds, 21% hits;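 active means CYP2C19 inhibition above a set limit at 5 µM in the primary screen, cut at about 50% in these data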;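 further: plate controls were negative control wells for no effect and 2.5 mM tranylcypromine positive control for full effect; values of inactives mirror those of a sister screen read the other way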
Target sequence (P33261 whole entry, looked up): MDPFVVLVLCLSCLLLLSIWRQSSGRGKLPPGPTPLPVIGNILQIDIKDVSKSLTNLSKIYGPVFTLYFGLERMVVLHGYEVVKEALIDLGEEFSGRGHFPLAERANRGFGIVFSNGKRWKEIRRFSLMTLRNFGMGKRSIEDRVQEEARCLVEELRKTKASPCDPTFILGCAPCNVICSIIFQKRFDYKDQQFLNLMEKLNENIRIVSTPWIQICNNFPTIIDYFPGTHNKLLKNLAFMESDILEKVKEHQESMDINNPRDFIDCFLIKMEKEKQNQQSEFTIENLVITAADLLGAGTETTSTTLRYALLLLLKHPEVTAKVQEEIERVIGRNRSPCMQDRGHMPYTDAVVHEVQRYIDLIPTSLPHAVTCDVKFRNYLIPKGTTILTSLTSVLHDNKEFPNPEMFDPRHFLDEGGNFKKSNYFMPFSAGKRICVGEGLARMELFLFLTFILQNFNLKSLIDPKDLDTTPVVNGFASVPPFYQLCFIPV
VCAM1 TNFa inh: reduces TNF alpha induced VCAM1 expression in HUVEC; inhibition, % at 2 µM; 95,000 compounds, 0.48% hits; HUVEC TNFa-induced VCAM-1 immunofluorescence, high-content imaging;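 active means inhibition above the batch mean plus 3 SD, with images confirmed as a hit by eye, cut at about 37% in these data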;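 further: 0% = TNF-stimulated DMSO wells and 100% = unstimulated control wells; not every result past the cut was called active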
CYP2C9 inhib: inhibitors of human CYP2C9 | AID 777 | inhibition, % at 5 µM | CYP2C9 Supersomes, luciferin-H conversion, luminescence | 96,000 compounds, 20% hits | P11712;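 active means blocking of liver enzyme CYP2C9 beyond about 50% at 5 µM, limit read from the data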; further: values of inactives mirror those of a sister screen read the other way
Target sequence (P11712 whole entry, looked up): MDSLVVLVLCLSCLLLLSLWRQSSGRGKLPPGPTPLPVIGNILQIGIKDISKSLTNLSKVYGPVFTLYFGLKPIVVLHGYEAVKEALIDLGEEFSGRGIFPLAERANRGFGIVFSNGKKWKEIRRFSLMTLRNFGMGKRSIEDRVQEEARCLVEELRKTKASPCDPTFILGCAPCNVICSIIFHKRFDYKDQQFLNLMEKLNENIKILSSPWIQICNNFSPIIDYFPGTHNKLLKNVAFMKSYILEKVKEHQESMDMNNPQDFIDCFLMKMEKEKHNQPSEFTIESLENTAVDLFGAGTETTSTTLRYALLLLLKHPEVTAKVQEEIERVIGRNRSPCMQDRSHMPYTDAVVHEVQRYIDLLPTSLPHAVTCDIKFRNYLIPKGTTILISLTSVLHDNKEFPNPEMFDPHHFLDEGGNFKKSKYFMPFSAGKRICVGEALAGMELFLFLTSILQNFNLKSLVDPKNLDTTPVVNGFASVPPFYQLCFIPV
CYP2C9 act: increases human cytochrome P450 2C9 activity | AID 1024 | 96,000 compounds, 1.4% hits | recombinant CYP2C9, luciferin-H conversion, luminescence; stronger effect = higher value; factor 1 = untreated enzyme, 0 = blocked | activation factor at 5 µM | P11712;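 active means activation factor of 2 or more for CYP2C9 at a 5 µM dose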;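 further: 0 = sulfaphenazole-blocked wells and 1 = vehicle-only wells; values of inactives mirror those of a sister screen read the other way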
CYP2C19 activ: activators of human cytochrome P450 2C19. P33261. recombinant CYP2C19, luciferin-H EGE luminescence; stronger effect = higher value; 0 = fully inhibited enzyme, 1 = untreated enzyme. activation factor at 5 µM. 96,000 tested, under 10 active;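 active means activation factor of at least 2 at 5 µM in the primary screen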;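 further: 0 = wells with 2.5 mM tranylcypromine and 1 = vehicle-only wells; values of inactives mirror those of a sister screen read the other way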
* hit, by the source's call; nt = not tested or not shown.

SMILES	hDAT+cocaine	HUVEC tox TNFa	Calb biofilm kill	HUVEC tox IL1B	CYP2C19 inh	VCAM1 TNFa inh	CYP2C9 inhib	CYP2C9 act	CYP2C19 activ
Fc1ccccc1CSc1nncn1NCc1cccs1	0.23	-6	10	32	nt	0	nt	nt	nt
N#Cc1cn(Cc2cccc(Cl)c2)c2ccccc12	0.75	2	1	18	93*	2	93*	0.1	0.1
CCN(C(=O)c1cc2cccc(OC)c2oc1=O)c1ccccc1	-0.52	-10	-1	-9	40	9	-20	1.2	0.6
Cc1cccc(NC(=O)c2cc(N3CCOCC3)nc3ccccc23)c1	-0.78	-3	6	-36	9	20	39	0.6	0.9
Cc1cc(C)nc(NS(=O)(=O)c2ccc(NS(=O)(=O)c3ccccc3)cc2)n1	-0.1	12	1	11	11	-18	26	0.7	0.9
CC(C)C(NC(=O)C1CCCCC1)C(=O)Nc1ccccn1 (stereo unspecified)	1.7	60	4	-3	-3	-20	12	0.9	1
CCN(CC)S(=O)(=O)c1ccc(C)c(NC(=O)COC(=O)c2ccc(C)c(S(=O)(=O)N3CCOCC3)c2)c1	0.01	-9	nt	-31	92*	8	96*	0	0.1
O=C(Oc1ccc2c(c1)OCO2)c1cc2c(s1)CCC2	1.6	-36	1	-13	-6	10	-1	1	1.1
O=C(Nc1cccc(C(F)(F)F)c1)NC1CCN(S(=O)(=O)c2ccc(F)cc2)CC1	1.9	-19	0	-12	2	-11	10	0.9	1
CCOC(=O)N1CCN(C(=O)CN(c2ccccc2OC)S(=O)(=O)c2ccc(C)cc2)CC1	0.19	-6	5	0	-4	2	30	0.7	1
CNc1cc(C)nc(-n2nc(C)cc2C)n1	-1.4	nt	3	-17	-5	nt	1	1	1
Cc1nc2nc(Cc3ccccc3)[nH]n2c(=O)c1Cc1ccccc1	-0.22	2	8	-24	-13	18	-1	1	1.1
Cc1nn(C(=O)Cn2ccc([N+](=O)[O-])n2)c(C)c1Br	0.72	-4	nt	-3	11	-1	6	0.9	0.9
COC(=O)C(C(=O)N1CCN(C)CC1)C1CCCCCC1 (stereo unspecified)	-0.56	-15	2	-3	-9	9	-17	1.2	1.1
CCCn1c(SCC(=O)NC(C)(C)C)nnc1C(C)C	-0.15	-35	2	-3	-7	5	-15	1.2	1.1
CCCOC1CCCN(C(=O)c2cc(Cl)c(Cl)cc2C(=O)O)C1 (stereo unspecified)	-1.1	0	8	-20	-8	10	17	0.8	1.1
CC1CCC(NC(=O)CC2Oc3ccccc3NC2=O)CC1 (stereo unspecified)	-0.48	-17	6	-5	12	0	-129	2.3*	0.9
COc1cccc2c3c(c(=O)[nH]c12)CCC(C)(C)O3	0.1	6	nt	6	45	19	30	0.7	0.6
Cc1ccc(SCc2nc(-c3ccccc3)no2)cc1	-0.49	-8	5	-10	86*	-7	51*	0.5	0.1
CCOC(=O)NC(C(F)(F)F)(C(F)(F)F)P(=O)(c1ccccc1)c1ccccc1	-0.33	-42	7	-25	-4	0	-2	1	1
CCn1c(SCC(=O)N2CCOCC2)nc(O)cc1=O	-0.81	nt	4	nt	-27	nt	-8	1.1	1.3
CN1C(=O)c2cccc3c(S(=O)(=O)NCc4ccco4)ccc1c23	-0.12	5	3	33	94*	0	79*	0.2	0.1
Cn1c(NC(=O)c2ccccc2)c(-c2ccccn2)c(=O)c2ccccc21	-0.78	-3	2	18	-11	17	28	0.7	1.1
CC(C)(C)c1nn(-c2ccccc2)c2[nH]c(=O)c(CNc3ccc4c(c3)OCCO4)cc12	1.3	-2	1	8	6	-25	8	0.9	0.9
CC(=O)N(Cc1cc(=O)[nH]c2ccccc12)c1ccccc1	-0.14	-47	6	-106	2	3	-12	1.1	1
Cn1c(NCCO)nc2c(c1=O)C1(CCCCC1)Cc1ccccc1-2	1.7	-11	-1	-3	-5	12	26	0.7	1
C=CCn1c(SCC(=O)Nc2c(C)cccc2C)nnc1-c1ccncc1	0.025	-34	3	-45	72*	-29	24	0.8	0.3
COC(=O)C1=[N+]([O-])OC(C(=O)OC)C1c1c[nH]c2ccccc12 (stereo unspecified)	-0.09	-14	-6	-52	21	3	13	0.9	0.8
CCOC(=O)CSc1nnc(CNC(=O)c2ccco2)n1-c1ccc(F)cc1	-0.46	0	-1	9	-5	12	0	1	1
Cc1ccc(S(=O)(=O)N2CCOCC2)cc1C(=O)NCc1cccnc1	-0.066	-11	nt	-6	28	-2	-9	1.1	0.7
CC(C)N1CCC(=NNC(=O)c2ccc(Br)o2)CC1	0.36	8	nt	-88	0	0	3	1	1
Cc1nnc(N2CCN(c3ccccc3)CC2)[nH]c1=O	-0.0035	-5	9	-5	-5	16	34	0.7	1.1
CCc1nc(C)c(-c2ccccc2)c(=O)[nH]1	-0.22	0	5	6	nt	-10	nt	nt	nt
COCc1cc(=O)n2[nH]c(-c3ccc(C)cc3)cc2n1	0.61	-2	3	-115	49	-1	41	0.6	0.5
CC(CN1CCCC1)OC(=O)COc1ccccc1 (stereo unspecified)	-0.39	-20	1	0	-16	0	3	1	1.2
CC(C)(C)NC(=O)Cc1ccc(S(=O)(=O)N2CCCC2)s1	-0.25	-5	6	7	19	9	17	0.8	0.8
Cc1ccc(-n2nc3c(c2NC(=O)c2cccs2)CSC3)cc1	0.19	-10	-5	0	22	0	72*	0.3	0.8
COc1ccc2nc(NC(=O)CSc3nc4cccnc4n3C)sc2c1	0.37	7	5	-25	25	1	1	1	0.7
O=C(Cn1c(NCCCO)nc2ccccc21)c1ccc(Br)cc1	nt	-4	9	10	74*	-8	58*	0.4	0.3
Cc1sc2c(c1C)CN(Cc1ccncc1)CN2C(=O)c1ccco1	0.15	-8	nt	-13	77*	-4	91*	0.1	0.2
O=C(COc1ccccc1)N1CCN(C(=O)c2cccc(F)c2)CC1	-1.3	nt	3	nt	8	nt	4	1	0.9
C(=N\n1cnnc1)/c1ccc(OCc2ccccc2)cc1	0.79	nt	5	nt	70*	nt	81*	0.2	0.3
Cc1cccc(NC(=O)C2C(C(=O)O)C3C=CC2C32CC2)c1C (stereo unspecified)	nt	-13	5	-6	21	-9	7	0.9	0.8
O=C(CSc1nnnn1C1CCCC1)Nc1cccc(NC(=O)c2ccco2)c1	0.35	-4	0	-36	83*	8	83*	0.2	0.2
CCOC(=O)c1cnn(-c2cc(Oc3ccccc3)ncn2)c1N	2.2	-3	nt	11	-10	-9	1	1	1.1
Cc1ccc(S(=O)(=O)Cn2nnnc2CN2CCOCC2)cc1	-1.4	-14	5	-9	9	-16	18	0.8	0.9
O=C(OCCO)c1cc(Cl)c(C(=O)OCCO)cc1Cl	-0.47	nt	5	nt	16	nt	48	0.5	0.8
Cc1cc(=O)oc(C)c1C(=O)Nc1ccc2ncccc2c1	-0.6	-5	4	-7	-18	-19	10	0.9	1.2
CCCSc1nc(NCc2ccco2)c2c3c(sc2n1)COC(C)(CC)C3 (stereo unspecified)	-1.7	-10	nt	-7	14	0	46	0.5	0.9
O=C(CSc1nn(-c2ccc(F)cc2)c(=S)s1)N1CCN(C(=O)c2ccco2)CC1	-0.85	nt	-2	nt	20	nt	46	0.5	0.8
CCOC(=O)Cn1nc(-c2ccccc2)ccc1=O	1	0	nt	-11	19	1	6	0.9	0.8
CCOC(=O)C1=C(C)NC(C)=C(C(=O)OCC)C1c1ccccn1	-1.6	-3	7	-13	50*	14	94*	0.1	0.5
CCOC(=O)C1=C(C)OC(N)=C(C#N)C1c1cc2cc(C)ccc2nc1N1CCCCC1 (stereo unspecified)	nt	-27	3	-8	nt	0	nt	nt	nt
O=c1c2cccc3c(N4CCOCC4)ccc(c32)c2nc3ccccc3n12	nt	nt	5	nt	15	nt	18	0.8	0.9
Cc1cccc(/N=C/c2c(O)[nH]c3ccccc23)n1	1.3	-33	6	0	19	7	-16	1.2	0.8
Cc1nn(C)c(C(=O)NNC(=S)Nc2ccc(F)cc2)c1[N+](=O)[O-]	-0.48	13	nt	14	8	44	52*	0.5	0.9
CCCS(=O)(=O)c1c(S(=O)(=O)CCC)c2cnccn2c1C(=O)c1ccc(CC)cc1	1.4	-20	2	10	nt	4	nt	nt	nt
COC(=O)Cn1ncn2cccc2c1=O	-0.25	7	3	8	-5	-12	-9	1.1	1.1
CCOC(=O)COc1nc(C)c(Br)c(OC)n1	-1.2	nt	6	nt	43	nt	12	0.9	0.6
CCOC(=O)C(=Cc1ccc(OCc2ccc([N+](=O)[O-])cc2)c(OC)c1)C(=O)OCC	0.097	11	nt	13	-2	22	53*	0.5	1

Structures shown so far containing a cyano group, in the order listed:
SMILES	hDAT+cocaine	HUVEC tox TNFa	Calb biofilm kill	HUVEC tox IL1B	CYP2C19 inh	VCAM1 TNFa inh	CYP2C9 inhib	CYP2C9 act	CYP2C19 activ
N#Cc1cn(Cc2cccc(Cl)c2)c2ccccc12	0.75	2	1	18	93*	2	93*	0.1	0.1
CCOC(=O)C1=C(C)OC(N)=C(C#N)C1c1cc2cc(C)ccc2nc1N1CCCCC1 (stereo unspecified)	nt	-27	3	-8	nt	0	nt	nt	nt

New compounds follow
SMILES	hDAT+cocaine	HUVEC tox TNFa	Calb biofilm kill	HUVEC tox IL1B	CYP2C19 inh	VCAM1 TNFa inh	CYP2C9 inhib	CYP2C9 act	CYP2C19 activ
CC(NC(=O)CCC(=O)NC(C)C1COc2ccccc2O1)C1COc2ccccc2O1 (stereo unspecified)	-0.033	7	7	-30	42	-23	38	0.6	0.6
CN(C)c1cc[n+](Cc2c(Cl)cccc2Cl)cc1	-1.6	12	7	30	nt	-5	nt	nt	nt
CC(=O)Nc1c(C(=O)N2CCCCCC2)cnn1-c1ccccc1Cl	0.088	-23	5	-1	nt	10	nt	nt	nt
O=C(Nn1c(-c2ccc(F)cc2)nc2ccccc2c1=O)C1CCCCC1	0.015	-18	3	-130	45	-3	64*	0.4	0.5
O=C(CN1CCN(c2ncc(C(F)(F)F)cc2Cl)CC1)N1CCN(c2ncc(C(F)(F)F)cc2Cl)CC1	0.47	-22	2	nt	62*	5	82*	0.2	0.4
Cc1ccc(CNC(=O)C(NS(=O)(=O)c2ccc3nc(C)sc3c2)C(C)C)cc1 (stereo unspecified)	-0.52	-14	7	-72	12	0	3	1	0.9
CC(C)C1=C2OC(N)=C(C#N)C(C#N)=C2C(C)CC1 (stereo unspecified)	-0.4	-5	8	-12	15	28	10	0.9	0.8
CCOC(=O)c1cc(C(=O)OCC)cc(-n2c(C)cc(C(=O)CN3CCOCC3)c2C)c1	3	-4	5	-4	22	19	36	0.6	0.8
O=S1(=O)C=C(SCc2cccc(Cl)c2)Nc2ccccc21	nt	-8	nt	-8	86*	28	74*	0.3	0.1
COc1ccc(CCNC(=O)CSc2cc(=O)[nH]c(N)n2)cc1OC	-0.35	-4	7	-1	-3	-4	-9	1.1	1
O=C(NCCNCCO)c1c(O)c2cccc3c2n(c1=O)CCC3	-0.042	-21	3	-28	10	-10	11	0.9	0.9
O=C1C2(c3ccccc3)CN(CCCO)CC1(c1ccccc1)CN(CCCO)C2	-1.1	-26	6	16	7	4	8	0.9	0.9
COc1cccc(OCc2nc3c4cnn(-c5ccccc5)c4ncn3n2)c1	1.1	-16	4	-11	53*	11	30	0.7	0.5
Cc1cc(C)c(C#N)c(SCC(=O)c2cccs2)n1	-0.049	3	7	4	96*	2	62*	0.4	0
COc1ccc(-n2cnnc2SCc2ncc(-c3ccccc3)o2)cc1	0.66	-7	-2	-11	66*	-5	20	0.8	0.3
CC(=O)NCCn1c(SCC(=O)NCc2ccco2)nc2ccccc2c1=O	0.89	-4	9	-11	85*	13	-15	1.2	0.2
Nc1ccc(-c2n[nH]c(=O)c3ccccc23)cc1N	1.2	-19	9	-3	-8	-12	-54	1.5	1.1

Screens as filed in PubChem.
